High-throughput results as filed in PubChem.
XBP1 UPR activ – adaptive UPR (XBP1) activation; CHO-XBP1 luciferase reporter, IRE1-XBP1 UPR activation, luminescence; percent of tunicamycin response, DMSO as zero; activation, % at 20 µM; 330,000 compounds, 0.33% hits; AID 463104;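 active means versus positive control, 20 µM dose yields 30% or more activation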;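 further: 100% = tunicamycin at 10 µg/mL and 0% = DMSO only wells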
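Material – CHO cell line with stable XBP1 luciferase reporter · Buffer or medium – F12 plus 10% FBS · Compound – single point, 20 µM final compound, 1% DMSO · Schedule – 16-18 h cell attachment at 37 °C, then 6 h compound exposure · Signal – Steady-Glo luminescence read · Benchmarks – high control tunicamycin 10 µg/mL final, low control DMSO vehicle only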
EBI2 antag – antagonists of human EBI2 receptor. P32249. EBI2 beta-arrestin recruitment, luminescence, 7a,25-OHC stimulated. inhibition, % at 5 µM. 360,000 compounds, 0.81% hits; in the data active means inhibition above about 38%;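 further: enzyme fragment complementation signal reports receptor beta-arrestin coupling in cells; 0% = agonist plus DMSO wells and 100% = wells without agonist; some results beyond the cut were filed as inactive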
Gli-Sufu block – Gli-Sufu pathway antagonism; Sufu-KO-LIGHT fibroblasts, Gli luciferase reporter luminescence; inhibition, % at 5 µM; 340,000 compounds, 0.74% hits; AID 588413;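 active means inhibition above about 55%, limit read from the data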;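 further: 0% = DMSO-treated cells and 100% = wells with medium but no cells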
Mdm2 MdmX PPI – disrupts the human Mdm2-MdmX interaction; O15151+Q00987; AID 485346; inhibition, % at 8 µM; SaOS-2 split-luciferase Mdm2/MdmX complementation, luminescence; 330,000 compounds, 3% hits;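 active means inhibition of at least 50% at 8 µM in the primary screen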
Target sequence (O15151 whole entry, looked up): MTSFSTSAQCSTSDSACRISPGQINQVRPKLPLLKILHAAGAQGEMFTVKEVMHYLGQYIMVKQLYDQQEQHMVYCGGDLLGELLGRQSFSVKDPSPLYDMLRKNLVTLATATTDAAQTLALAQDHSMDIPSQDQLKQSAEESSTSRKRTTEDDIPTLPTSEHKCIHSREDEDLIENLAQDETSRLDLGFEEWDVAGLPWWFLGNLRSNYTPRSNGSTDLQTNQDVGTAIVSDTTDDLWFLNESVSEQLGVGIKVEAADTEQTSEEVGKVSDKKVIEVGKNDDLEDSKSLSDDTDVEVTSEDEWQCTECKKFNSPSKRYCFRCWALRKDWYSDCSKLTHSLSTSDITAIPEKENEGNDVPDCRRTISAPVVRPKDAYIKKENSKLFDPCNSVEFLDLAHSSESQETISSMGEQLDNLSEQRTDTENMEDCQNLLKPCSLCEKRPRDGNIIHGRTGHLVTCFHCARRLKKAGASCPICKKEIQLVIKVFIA
Target sequence (Q00987 whole entry, looked up): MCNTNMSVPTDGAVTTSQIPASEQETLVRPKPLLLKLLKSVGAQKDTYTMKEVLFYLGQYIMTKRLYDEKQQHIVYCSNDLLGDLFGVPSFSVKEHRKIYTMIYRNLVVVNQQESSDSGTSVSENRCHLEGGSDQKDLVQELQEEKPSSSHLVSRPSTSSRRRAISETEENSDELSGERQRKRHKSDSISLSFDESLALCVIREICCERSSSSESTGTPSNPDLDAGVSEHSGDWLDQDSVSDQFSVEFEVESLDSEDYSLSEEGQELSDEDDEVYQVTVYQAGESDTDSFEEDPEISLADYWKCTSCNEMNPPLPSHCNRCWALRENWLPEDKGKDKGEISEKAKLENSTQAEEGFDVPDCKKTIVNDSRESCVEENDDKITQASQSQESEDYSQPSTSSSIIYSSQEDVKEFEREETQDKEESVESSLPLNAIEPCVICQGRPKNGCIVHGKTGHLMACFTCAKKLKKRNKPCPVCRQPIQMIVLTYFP
CHOP UPR activ – activators of apoptotic arm of unfolded protein response (CHOP); activation, % at 10 µM; 330,000 compounds, 0.34% hits; CHO-CHOP luciferase reporter, UPR activation, luminescence; percent of tunicamycin response over DMSO baseline;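 active means at 10 µM dose, activation of 40% or more, normalized to positive control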;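 further: 100% = tunicamycin at 10 µg/mL and 0% = DMSO alone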
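System: CHO-CHOP luciferase reporter cell line; amount: 500 cells/well; buffer or medium: F12 medium containing 10% fetal bovine serum; incubation: 6 h compound exposure at 37 °C after overnight seeding; measured by: luciferase luminescence after 10 min with Steady-Glo reagent; evaluation: % reporter activation, DMSO baseline versus tunicamycin full activation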
Jurkat NFkB inh – lowers PMA/ionomycin-induced NF-kB signal in Jurkat cells | PMA/ionomycin-induced NF-kB luciferase reporter, luminescence | inhibition, % at 4 µM | 330,000 compounds, 0.53% hits; in the data active means inhibition above about 50%
CXCR6 block – blocks human CXCR6 beta-arrestin recruitment; 360,000 compounds, 0.36% hits; inhibition, % at 20 µM; CHO-K1 PathHunter CXCR6 beta-arrestin, luminescence; in the data active means inhibition above about 34%, passing the limit was not always enough;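 further: antagonist mode with CXCL16 agonist at 10 nM final; 0% = 10 nM CXCL16 with DMSO and 100% = unstimulated wells without agonist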
697 NFkB inh – lowers PMA/ionomycin-induced NF-kB signal in 697 B cells; 697 B-cell NF-kB luciferase reporter, 16 h; inhibition, % at 4 µM; 330,000 compounds, 0.33% hits; AID 435022; in the data active means inhibition above about 35%
CCR6 antagonist – CCR6 (human) receptor antagonism; P51684; CHO-K1 CCR6 PathHunter beta-arrestin, luminescence, CCL20-stimulated; inhibition, % at 20 µM; 340,000 compounds, 0.49% hits; AID 493098;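 active means compounds whose inhibition of the agonist-driven luminescence signal at 20 µM reaches about 50%, limit read from the data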;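 further: cells stimulated with CCL20 at 14 nM final; plate controls were DMSO with CCL20 for no effect and DMSO without agonist for full effect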
* = called active by the depositor; . = not tested or not shown.

SMILES	XBP1 UPR activ	EBI2 antag	Gli-Sufu block	Mdm2 MdmX PPI	CHOP UPR activ	Jurkat NFkB inh	CXCR6 block	697 NFkB inh	CCR6 antagonist
CC1(C)CC(=O)c2cnn(-c3nc4ccccc4[nH]3)c2C1	6	9	2	-1	0.9	14	0	17	0
CC(C)(C)C(=O)C(Cl)C(=O)Nc1ccccc1 (stereo unspecified)	54*	-47	-1	18	21	8	-7	-8	-9
O=C(NCc1ccccc1)c1cc(=O)nc2sc(-c3ccccc3)nn12	.	44*	13	.	.	.	0	.	13
Cc1cc(NC(=O)c2cccc(Br)c2)n[nH]1	2	-15	-52	-67	0.5	-54	-7	-50	-6
O=C(CSc1ccccn1)N1CCN(C(=O)CSc2ccccn2)CC1	1	-8	0	7	-2.0	3	1	21	-6
COC(=O)c1c(SCC(=O)Nc2ccc(C)c(C)c2)nc(=O)[nH]c1C	-2	-1	6	-34	1.9	-4	-8	-13	15
NS(=O)(=O)c1ccc(CCNS(=O)(=O)Cc2ccc(Cl)cc2)cc1	-3	6	5	10	0.4	-8	-2	-43	-7
Cc1cccc(C(=O)NCCNC(=O)c2cccc(C)c2)c1	1	7	20	-17	0.6	-2	-5	-5	7
Cc1cccnc1Nc1nc(-c2ccc(F)cc2)cs1	3	32	-32	-124	3.9	-118	-8	-187	-8
COc1ccc(NC(=O)C2CCCN2S(=O)(=O)c2ccc(C)cc2)cc1 (stereo unspecified)	-2	-8	5	5	-0.3	12	-10	3	-5
O=C(Cc1ccccc1)Nc1cc(C(=O)c2ccccc2)ccc1N1CCOCC1	-2	1	7	25	-1.0	0	-2	12	9
O=C(CCC(=O)Nc1ccccc1)NNC(=O)CCc1ccccc1	0	-1	-3	26	-0.5	4	2	-1	1
CC(C)(OC(=O)NC(=O)C(F)(F)F)C(C)(C)OC(=O)NC(=O)C(F)(F)F	-5	-10	2	11	-3.1	-1	0	-6	2
CCOC(=O)N1CCC(NC(=O)C2CCC(Cn3c(=O)[nH]c4ccccc4c3=O)CC2)CC1 (stereo unspecified)	-2	6	-1	-62	2.6	-3	-8	-62	-7
O=C(NCC(c1ccco1)N1CCN(c2ccccc2F)CC1)C1CCCCC1 (stereo unspecified)	-3	-1	13	25	0.0	15	0	2	7
Cc1ccc2c(c1)N(CC(=O)NCCCN1C(C)CCCC1C)C(=O)c1cccnc1O2 (stereo unspecified)	-1	-1	-2	21	-1.2	-3	10	6	-2
COc1ccc(C(=O)Nc2cccc(/C(C)=N/NC(=O)c3ccc([N+](=O)[O-])c(C)c3)c2)cc1OC	1	-22	6	56*	2.8	-13	4	14	1
CCCNC(=O)NC(C)C12CC3CC(CC(C3)C1)C2 (stereo unspecified)	-5	-5	-4	3	-1.6	9	-5	-9	11
Cn1cc([N+](=O)[O-])c(C(=O)N/N=C/c2ccc([N+](=O)[O-])cc2)n1	1	-10	-9	0	0.7	0	-3	11	-7
Cc1ncc([N+](=O)[O-])n1Cc1cccc2ccccc12	-5	-1	2	12	-0.7	9	4	-9	2
O=C(O)c1ccc2c(c1)nnn2C1CCCCC1	-1	-10	-8	13	-1.1	-2	8	-16	0
C[C@H](CO)N1C[C@H](C)[C@@H](CN(C)C(=O)Nc2ccc(C(F)(F)F)cc2)Oc2ccc(NC(=O)NC3CCCCC3)cc2C1=O	-1	-2	-29	35	-0.3	-7	-5	14	9
CCC(C(=O)Nc1c(C)cc(C)cc1C)N1CCCCCC1 (stereo unspecified)	-4	4	2	-23	1.8	-9	6	4	10
CC1CCc2c(sc3ncnc(N4CCOCC4)c23)C1 (stereo unspecified)	2	6	4	40	-0.8	9	3	-33	9
CCOC(=O)c1cccc(NC(=O)/C=C/c2cccc([N+](=O)[O-])c2)c1	4	5	-6	49	1.6	21	-3	4	-2
CN(C)S(=O)(=O)c1cccc(NC(=O)COC(=O)CCC(=O)c2ccc(F)cc2)c1	-2	-1	15	9	0.9	-6	-3	-4	8
O=C(COC(=O)c1cnccn1)Nc1cccc(F)c1	-1	-7	10	-3	1.3	-17	8	8	1
O=S(=O)(c1cc(Cl)ccc1Br)N1CCCCC1	-1	1	0	22	0.3	11	-3	15	20
CCOC(=O)Cc1nnc(Nc2cc(C)ccc2C)c2ccccc12	1	0	0	6	-1.3	3	-8	5	12
COc1ccccc1-n1c([S-])c(C(=O)Nc2ccccc2C(F)(F)F)[n+]2ccc(C(=O)NCCO)cc12	-4	5	0	9	0.0	21	12	15	3
CCCCc1c(C)nc2ccccc2c1SCCC(=O)O	2	-7	4	1	-2.2	8	0	-8	2
O=C(c1cccc(S(=O)(=O)N2CCOCC2)c1)N1CCN(c2ccc(F)cc2)CC1	2	-8	5	9	0.9	19	-12	16	-3
O=C(O)C1CCN1C1CCCCC1 (stereo unspecified)	-1	-8	13	11	1.5	-12	5	-15	-9
COC(=O)c1ccc(CSc2nnnn2C)o1	-2	3	0	-16	-0.9	-6	5	-3	-5
CC(=O)c1cccc(N(C(=O)c2csnn2)C(C(=O)NC2CCCC2)c2ccccc2)c1 (stereo unspecified)	1	0	-3	5	-2.7	-14	1	13	15
CC(C)(C)C(=O)OC/C(N)=N/OC(=O)c1ccc(Cl)cc1	5	8	19	12	0.9	13	-12	4	0
CCCOc1ccc(N2C(=O)C3C(C(C)C)NC4(C(=O)c5ccccc5C4=O)C3C2=O)cc1 (stereo unspecified)	2	-6	12	18	-2.7	3	2	8	6
O=C(CN1CCOCC1)Nc1ccccc1C(=O)O	-4	0	-3	-11	-0.2	9	5	0	-11
Cc1nnc(C)n1/N=C/c1cc(Br)ccc1O	-1	7	13	7	-2.6	-3	4	-9	-5
O=C(COc1ccc(/C=N/NS(=O)(=O)c2ccccc2)cc1)Nc1ccccc1	0	-1	-3	-20	3.6	14	3	1	-21
COCCn1c(=O)sc2ccccc2c1=O	-4	1	-3	-12	1.1	-2	5	8	-4
COc1cccc(OCc2cc(C(=O)NCc3ccccn3)no2)c1	0	2	-4	-129	3.5	-74	6	-103	-10
Cc1onc(-c2ccccc2Cl)c1C(=O)O/N=C(\N)c1ccc([N+](=O)[O-])o1	-4	0	-5	60*	5.9	9	-2	26	1
CCCCOc1ccc(CC2CCC(=O)NC2=O)cc1 (stereo unspecified)	10	-1	-1	1	1.4	-5	9	-21	6
Cc1cc(C)c(S(=O)(=O)c2c(C)cccc2C)c(Cl)n1	-2	3	-4	2	-1.2	-25	-1	2	8
CC(C)c1ccc(C2C3=C(COC3=O)Nc3cc4c(cc32)OCO4)cc1 (stereo unspecified)	43*	-1	47	76*	3.7	70*	-1	11	8
O=C(COC(=O)c1ccc([N+](=O)[O-])o1)Nc1cccc(S(=O)(=O)N2CCOCC2)c1	2	-12	-1	0	3.6	-3	-27	25	-7
CC(C)Sc1nc2c(c(=O)n(C)c(=O)n2C)n1C	-1	-12	4	20	-1.6	-6	7	2	-1
CCOC(=O)c1cc(-c2ccccc2)sc1NC(=O)C(C)OC(=O)c1cccnc1Cl (stereo unspecified)	-1	35	-6	18	7.2	0	10	6	10
CCOc1cc(NCc2ccccc2)c2ncn(C(C)C)c2c1	0	-1	0	11	-0.5	1	-14	3	2

New compounds follow
SMILES	XBP1 UPR activ	EBI2 antag	Gli-Sufu block	Mdm2 MdmX PPI	CHOP UPR activ	Jurkat NFkB inh	CXCR6 block	697 NFkB inh	CCR6 antagonist
CCCc1cc(=O)oc2c(C)c(OC(C)C(=O)NCCN3CCOCC3)ccc12 (stereo unspecified)	-1	-5	-28	31	-0.9	6	-7	6	8
CN1CCN(c2nc(Nc3cccc(C(F)(F)F)c3)nc(N3CCOCC3)n2)CC1	5	9	17	30	0.3	-24	-8	-18	4
CCN(C(=O)c1ccc(S(=O)(=O)N2CCC(C)CC2)cc1)C1CCS(=O)(=O)C1 (stereo unspecified)	0	-2	0	35	-1.0	10	-2	-3	2
Cc1ccc(S(=O)(=O)/C(C#N)=C/c2ccccc2OCc2ccccc2)cc1	4	-16	-5	35	1.6	8	3	-3	16
Cc1ccc(N2C(=O)CN(Cc3cccs3)C2=S)cc1C	-4	-1	-2	4	0.3	1	7	16	-3
O=C(CN(Cc1ccc(F)cc1)C(=O)CNS(=O)(=O)c1ccc(Cl)cc1)NCC1CCCO1 (stereo unspecified)	0	4	-6	-2	-1.2	-3	1	0	5
C=CCOC(=O)C1=C(C)N(C)C(=O)NC1c1cc2c(cc1Br)OCO2 (stereo unspecified)	4	0	-3	23	-2.0	11	0	18	4
Cc1cc(NC(=O)c2cccc(Br)c2)no1	-1	10	-4	4	4.8	-1	1	-3	7
CC(NC1CCCCC1)C(=O)NN=C(c1ccccc1)c1ccccc1 (stereo unspecified)	7	7	22	-7	-2.1	3	8	5	20
COc1ccc(C2NC(=O)CS2)cc1 (stereo unspecified)	1	-4	-8	7	0.0	7	-6	16	10

Exported in CSV form: part of the list above.
smiles,XBP1 UPR activ,EBI2 antag,Gli-Sufu block,Mdm2 MdmX PPI,CHOP UPR activ,Jurkat NFkB inh,CXCR6 block,697 NFkB inh,CCR6 antagonist
Cc1ccc(N2C(=O)CN(Cc3cccs3)C2=S)cc1C,-4,-1,-2,4,0.3,1,7,16,-3
O=C(CN(Cc1ccc(F)cc1)C(=O)CNS(=O)(=O)c1ccc(Cl)cc1)NCC1CCCO1 (stereo unspecified),0,4,-6,-2,-1.2,-3,1,0,5
C=CCOC(=O)C1=C(C)N(C)C(=O)NC1c1cc2c(cc1Br)OCO2 (stereo unspecified),4,0,-3,23,-2.0,11,0,18,4
Cc1cc(NC(=O)c2cccc(Br)c2)no1,-1,10,-4,4,4.8,-1,1,-3,7
CC(NC1CCCCC1)C(=O)NN=C(c1ccccc1)c1ccccc1 (stereo unspecified),7,7,22,-7,-2.1,3,8,5,20
COc1ccc(C2NC(=O)CS2)cc1 (stereo unspecified),1,-4,-8,7,0.0,7,-6,16,10

(further entries)
SMILES	XBP1 UPR activ	EBI2 antag	Gli-Sufu block	Mdm2 MdmX PPI	CHOP UPR activ	Jurkat NFkB inh	CXCR6 block	697 NFkB inh	CCR6 antagonist
CCCSC1=C(C#N)C2(CCCCC2)C(C#N)=C(N)N1	-2	2	3	17	-0.4	-4	-7	6	2
COc1ccccc1NC(=O)C1C2CCCCC21 (stereo unspecified)	0	-1	5	4	0.2	0	1	-14	2
CCc1cccc(C)c1NC(=O)C1C2CCC(O2)C1C(=O)O (stereo unspecified)	-1	-15	2	6	-0.6	2	-3	-29	-2
CCOC(=O)COc1cc2oc(=O)cc(C)c2cc1[N+](=O)[O-]	2	0	7	9	-1.1	1	0	10	6
Cc1cccc(NC(=O)C2CCN(C(=O)c3ccc(F)cc3)CC2)n1	-2	0	1	13	-0.1	18	9	18	-6
O=S1(=O)CC2SC(=S)N(c3ccccc3)C2C1 (stereo unspecified)	0	18	6	9	-0.8	9	-15	-8	2
COCCN(C(=O)CSc1nnc(-c2ccc(C)c(C)c2)o1)c1c(N)n(CC(C)C)c(=O)[nH]c1=O	1	-5	4	17	1.9	11	-4	8	1
NS(=O)(=O)c1cccc(NC(=O)CSc2nnc(-c3ccncc3)n2C2CC2)c1	-2	-19	-28	7	-0.6	-12	4	12	17
On1cnnc1-c1ccccc1	0	-4	-15	36	-1.2	3	-3	13	1
O=C(NCc1ccco1)c1ccccc1Nc1ccc(F)cc1	1	1	-52	18	20	16	9	16	4
Cc1nc(-c2ccccc2)sc1-c1ccnn1C	-2	4	-126	-161	4.2	-137	-3	-172	6
O=C(/C=C/c1ccc(Br)cc1)Nc1ccc(S(=O)(=O)Nc2ncccn2)cc1	1	0	1	10	2.3	6	10	6	12
